Compound activity: PubChem, several laboratories
RSV antiviral HEp-2: RSV antiviral activity via CPE protection, HEp-2 cells, primary 10 µM value included (AID 2391); HEp-2 cells, RSV-induced CPE inhibition; higher % means a stronger effect; CPE inhibition, % at 10 µM, or IC50 in µM where a hit was titrated; actives 0.13% (n = 310,000); in the data active means a potency from the dose series; inconclusive means CPE inhibition mostly from about 23% at the one dose, without a potency; inactive means the rest, 99 in 100 with CPE inhibition below about 21%; further: strong numbers were not always called active
SV40 large T antigen: SV40 large T antigen inhibitors, biochemical (AID 1903). inhibition, % at 20 µM; hits with a dose series show IC50 in µM. SV40 large T antigen ATPase/helicase inhibition assay; higher % means a stronger effect. actives 0.39% (n = 310,000); in the data active means a potency from the dose series; inconclusive means inhibition mostly from about 32% at the one dose, without a potency; inactive means the rest, 99 in 100 with inhibition below about 32%; further: strong numbers were not always called active
Rac1 GTP hydrolysis: MgcRacGAP GTPase-activating activity inhibitors, confirmation, biochemical, ADP Hunter fluorescence. actives 0.6% (n = 340,000). inhibition, % at 30 µM, or IC50 in µM where a hit was titrated. MgcRacGAP-stimulated Rac1 GTP hydrolysis, ADP Hunter fluorescence; higher % means a stronger effect; GST-tagged Rac1 F28L mutant substrate;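 active means first-screen hits whose inhibition reached a set limit at any dose in the follow-up dose series; inconclusive means inhibition above the set first-screen limit but never retested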;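 further: fluorescence reports GDP produced by GAP-driven GTP hydrolysis; strong numbers were not always called active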
LYP phosphatase: PTPN22 lymphoid phosphatase activity blockers – biochemical, fluorescence intensity, uHTS (AID 1779); actives 0.054% (n = 290,000); inhibition, % at 11.5 µM, or IC50 in µM where a hit was titrated; recombinant LYP phosphatase, fluorescence intensity; higher % means a stronger effect; in the data active means inhibition above about 50%;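 further: plate controls were vehicle with enzyme for no effect and no enzyme for full effect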
XIAP displacement: XIAP antagonists, biochemical, IAP family, fluorescence polarization (AID 1018); actives 0.007% (n = 200,000); XIAP BIR domain, fluorescence polarization peptide displacement; higher % means a stronger effect; displacement, % at 20 µM, or IC50 in µM where a hit was titrated; in the data active means displacement above about 50%; further: a part of the inactive calls stands beside numbers as strong as those of hits
SIAH1 antagonists: blockers of Siah-1 interaction with plectin peptide – biochemical, fluorescence polarization, rhodamine-plectin, uHTS, primary screen (AID 1817). Siah-1 / rhodamine-plectin peptide fluorescence polarization; higher % means a stronger effect. actives 0.02% (n = 290,000). one-dose displacement, % at 20 µM; IC50 in µM for titrated hits;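 active means displacement of at least 50% at 20 µM, with a fluorescence ratio check between 0.3 and a set limit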;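 further: plate controls were Siah plus tracer with DMSO for no effect and tracer alone without Siah for full effect; strong numbers were not always called active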
HIV fusion peptide: cell-free HIV fusion peptide-binding blockers – biochemical, uHTS, fluorescence dequenching, primary screen (AID 1986); inhibition, % at 20 µM; hits with a dose series show IC50 in µM; cell-free peptide binding, fluorescence dequenching, 30 min; higher % means a stronger effect; actives 0.3% (n = 290,000); in the data active means inhibition mostly above about 52%, no sharp cut-off; inactive means mostly below about 76%; further: some results filed as inactive read as strong as hits
AID2073: inhibitors of Mint1-CaV2.2 protein interaction, biochemical, HTRF (AID 2073); HTRF protein-protein interaction, Mint1-CaV2.2; higher % means a stronger effect; one-dose inhibition, % at 20 µM; IC50 in µM for titrated hits; actives 0.19% (n = 290,000); in the data active means inhibition mostly above about 51%, no sharp cut-off; inconclusive means no clear call, values can overlap the other calls; inactive means mostly below about 53%; further: some results filed as inactive read as strong as hits
Dengue-2 NS5 capping: flavivirus cap methylation enzyme inhibition – biochemical, confirmation dose response, primary screen (AID 588689); actives 0.3% (n = 340,000); Dengue-2 NS5 methyltransferase capping enzyme assay, biochemical; higher % means a stronger effect; inhibition, % at 25 µM; hits with a dose series show IC50 in µM; in the data active means a potency from the dose series; inconclusive means inhibition above about 29% without an active follow-up result
Dengue-2 NS5 capping pilot replicate: recorded beside Dengue-2 NS5 capping, whose call it bears; inhibition, %; measured here: pilot screen replicate inhibition
Starred values were filed as active, the others as inactive; ? = inconclusive; / = no result given; & = joins results of further samples.

SMILES	RSV antiviral HEp-2	SV40 large T antigen	Rac1 GTP hydrolysis	LYP phosphatase	XIAP displacement	SIAH1 antagonists	HIV fusion peptide	AID2073	Dengue-2 NS5 capping	others
Cc1c(C(=O)N2CCCCC2)sc(NC(=O)c2ccco2)c1C#N	2.4%	10%	-7%	-4%	-0.6%	26%	0.1%	10%	13%
CCn1c(SCC(=O)N(C)C)nc2cc(S(=O)(=O)N3CCCCC3)ccc21	-0.2%	8%	6%	/	/	/	/	/	-8%
CCOc1ccc(S(=O)(=O)N2CCOCC2)cc1NC(=O)CSCC(=O)Nc1ccc(C)cc1	0.6%	6%	6%	-16%	/	1%	-0.5%	-6%	-6%
CCC(C)Sc1nnc(CNC(=O)C23CC4CC(CC(C4)C2)C3)n1C1CCCCC1 (stereo not drawn)	1.1%	13%	9%	8%	-1.8%	5%	-0.7%	1%	-12%
CC(=O)C1=C(C)NC2=C(C(=O)c3ccccc32)C1c1ccccc1 (stereo not drawn)	-2.0%	9%	1%	-5%	-7.2%	-1%	-5.8%	-10%	5%
CCOc1cc(C(=O)N/N=C/c2ccsc2)cc(OCC)c1OCC	2.5%	5%	7%	-8%	-6.3%	8%	1.2%	-1%	3%
O=C(c1ccccc1)N1CCN(C(=O)c2ccc3c(c2)OCCO3)CC1	3.0%	6%	12%	-3%	70%	2%	0.8%	-1%	-3%
CCCCN(C(=O)C1CC(=O)N(c2ccc(OC)cc2OC)C1)c1c(N)n(CC(C)C)c(=O)[nH]c1=O (stereo not drawn)	0.9%	11%	4%	-9%	/	3%	-0.8%	10%	3%
O=C(COc1ccccc1[N+](=O)[O-])N/N=C/c1ccncc1	-0.3%	26%	4%	-6%	-4.4%	0%	1.8%	-5%	0%
C=CCn1c(CNC(=O)c2ccccc2F)nnc1SCC(=O)N1CCOCC1	0.5%	-5%	5%	-9%	/	-6%	-0.3%	6%	-10%
O=C(O)C1CCCN1S(=O)(=O)c1ccc2c(c1)CCC2 (stereo not drawn)	1.7%	5%	8%	-3%	4.3%	4%	1.6%	1%	-1%
CCOC(=O)C(C)Oc1ccccc1C1NC(=O)NC(C)=C1C(=O)Nc1ccc(C)c(C)c1 (stereo not drawn)	-0.8%	-5%	0%	6%	-1.9%	1%	1.7%	-6%	-5%
Cc1ccc(CC2S/C(=C(/C#N)C(=O)NCc3ccco3)N(c3ccccc3)C2=O)cc1 (stereo not drawn)	4.5%	15%	2%	5%	0.4%	2%	1.2%	12%	3%
Cc1ccc(NC(=O)N2CCC(c3ccccc3)C2)cc1C (stereo not drawn)	6.4%	15%	6%	-5%	-3.8%	9%	-1.2%	13%	-4%
Cn1c(=O)n(-c2cccc(Cl)c2)c(=O)c2c3c(sc21)COC(C)(C)C3	1.4%	-2%	4%	0%	0.6%	2%	-2.1%	2%	-1%	Dengue-2 NS5 capping pilot replicate=-4.5
COc1ccc(S(=O)(=O)N2CCOCC2)cc1C(=O)N1CCCC1	2.1%	5%	0%	-9%	/	8%	1.0%	1%	3%
Cc1cccn2cc(-c3ccc(S(=O)(=O)N4CCCCC4)cc3)nc12	2.8%	3%	3%	-9%	-3.4%	-1%	0.6%	41%	-1%
CN(C)S(=O)(=O)c1cccc(C(=O)NCC(C)(C)CNC(=O)c2cccc(S(=O)(=O)N(C)C)c2)c1	3.1%	7%	2%	-13%	/	-3%	-0.2%	5%	-6%
CC1CCN(CCCOc2ccc(OCc3ccccc3)cc2)CC1	-1.3%	3%	17%	-8%	-5.1%	0%	11%	11%	3%
COC(=O)/C=C1\SC(=Nc2ccccc2)NC1=O	0.8%	13%	8%	-5%	-2.4%	1%	4.5%	-8%	-3%
OC(CN1C2=NCCN2c2ccccc21)c1ccc2c(c1)OCO2 (stereo not drawn)	-0.5%	-6%	11%	-6%	0.5%	2%	2.4%	-1%	0%
COC(=O)c1cc(OC)c(OC)cc1NC(=S)N1CCCC1	0.5%	-4%	0%	-1%	-5.8%	-6%	-1.4%	-14%	-2%
Cc1ccc(C)c(NC(=O)C2CCC(C)(C(=O)O)C2(C)C)c1 (stereo not drawn)	-0.1%	19%	3%	-3%	-6.3%	-5%	2.1%	14%	-6%
COc1ccccc1N(Cc1cc(=O)[nH]c2ccccc12)C(C)=O	2.1%	13%	12%	-2%	/	2%	0.4%	4%	-8%
CC(C)CNC(=O)C(=O)Nc1cc2c3c(c1)CCC(=O)N3CCC2	0.6%	12%	6%	-11%	/	-3%	1.3%	3%	5%

Further compounds follow.
SMILES	RSV antiviral HEp-2	SV40 large T antigen	Rac1 GTP hydrolysis	LYP phosphatase	XIAP displacement	SIAH1 antagonists	HIV fusion peptide	AID2073	Dengue-2 NS5 capping	others
COc1ccccc1-n1c(SCC(=O)N2CCCCC2)nnc1-c1ccccc1O	1.2%	1%	4%	-3%	0.0%	3%	-2.7%	-2%	1%
O=C(CSc1nc2[nH]ncc2c(=O)[nH]1)Nc1ccc(Cl)c(Cl)c1	?	3%	5%	/	/	/	/	/	-9%
O=C(/C=N/O)NCCN1CCCCC1	1.9%	8%	1%	-11%	-2.1%	-3%	-1.6%	-4%	-1%
Cc1ccc(C)c(S(=O)(=O)N2CCN(C(=O)Cc3ccsc3)CC2)c1	2.7%	4%	3%	-8%	/	-2%	-0.3%	13%	-2%
COc1c(S(=O)(=O)n2nc(C)cc2C)ccc(Cl)c1Cl	5.1%	2%	5%	4%	-4.0%	-2%	-0.5%	-7%	-2%
COc1ccc(N=C(N(C)C)P(=O)(N(C)C)N(C)C)cc1	1.4%	5%	-2%&6%	-10%	-12%	-4%	-1.7%	-6%	-10%&-7%
CC1=CC(C)C2C(=O)N(CCC[N+](C)(C)C)C(=O)C2C1 (stereo not drawn)	0.5%	-3%	3%	-4%	-3.6%	-3%	-1.3%	-3%	-4%
Cc1oc(-c2cccc(Cl)c2)nc1CSc1nc2c(c(=O)[nH]1)CCC2	3.5%	-13%	5%	-2%	-5.6%	-5%	-2.2%	3%	-6%
CCOC(=O)NCc1ccc(S(=O)(=O)Nc2ccc(C)cc2)cc1	0.4%	-12%	-1%	1%	-1.5%	0%	3.2%	5%	-3%
Cc1ccc2nc(SCC(=O)Nc3cccc([N+](=O)[O-])c3)[nH]c2c1	8.2%	6%	9%	-2%	-3.0%	3%	1.2%	1%	0%
CCOc1ccc(NC(=O)CC(Cc2cc(C)cc(C)c2)C(=O)O)cc1 (stereo not drawn)	1.2%	3%	/	-6%	/	-1%	-0.1%	0%	-3%
Cc1ccc2oc(=O)n(CCCOc3ccccc3C)c2c1	20%	2%	7%	1%	-0.3%	5%	0.9%	-5%	-4%
Cc1cc(S(=O)(=O)N2CCN=C2c2ccccc2)ccc1F	6.4%	1%	1%	-6%	-5.5%	-2%	-1.4%	-3%	-6%
O=C(/C=C/c1ccco1)N1CCN(S(=O)(=O)c2cccs2)CC1	1.5%	27%	14%	-9%	/	4%	3.0%	39%	-5%
O=C(CCCN1C(=O)C2C3C=CC(C3)C2C1=O)N1CCN(c2ccccc2)CC1 (stereo not drawn)	0.6%	9%	8%	-3%	-4.6%	-1%	-3.2%	4%	-4%
CCC(C(=O)NN1C(=O)c2ccccc2C1=O)c1ccccc1 (stereo not drawn)	-0.5%	18%	1%	-7%	-15%	0%	-0.9%	-8%	-1%
Cc1c(CN2CCC(Oc3ccc(C(=O)N4CCCCC4)cc3)CC2)cnn1C	1.5%	25%	11%	-3%	/	6%	-1.8%	-8%	-2%
CCn1nc(C)c(NC(=O)CCCSc2nc(-c3ccco3)cc(C(F)(F)F)n2)c1C	0.4%	-1%	3%	-3%	-0.7%	3%	-2.0%	1%	-7%
C=C(C)Cn1c(CCn2c3ccccc3c3ccccc32)n[nH]c1=S	3.2%	21%	7%	0%	-5.1%	5%	-1.9%	16%	-11%
CCOC(=O)C1CCCN(C(=S)NC2CCCC2)C1 (stereo not drawn)	2.8%	8%	11%	-5%	-3.6%	2%	0.8%	6%	2%
Cc1nonc1NC(=O)OC1CCCCC1	1.4%	23%	9%	-9%	-1.7%	-3%	-0.5%	-8%	1%
COCCn1c(N)c(N(Cc2ccccc2)C(=O)C2CCCCC2)c(=O)[nH]c1=O	-0.5%	5%	7%	-2%	-3.6%	-3%	-2.8%	4%	4%
Cc1ccsc1/C=N/Nc1nc(Cl)c(Cl)cc1Cl	0.8%	0%	5%	-3%	-2.6%	0%	-1.3%	2%	-1%
N#CCCN1CCN(CCC#N)CC1	-0.1%	9%	1%	-11%	-1.2%	-2%	-2.6%	-2%	-3%
CCOc1ccc(C(=O)NC2CCN(S(=O)(=O)c3ccccc3)CC2)cc1	-0.9%	2%	6%	-9%	/	0%	-0.6%	10%	-6%	Dengue-2 NS5 capping pilot replicate=-2.5

Structures listed so far with a furan ring, fused or not (four):
SMILES	RSV antiviral HEp-2	SV40 large T antigen	Rac1 GTP hydrolysis	LYP phosphatase	XIAP displacement	SIAH1 antagonists	HIV fusion peptide	AID2073	Dengue-2 NS5 capping	others
Cc1c(C(=O)N2CCCCC2)sc(NC(=O)c2ccco2)c1C#N	2.4%	10%	-7%	-4%	-0.6%	26%	0.1%	10%	13%
Cc1ccc(CC2S/C(=C(/C#N)C(=O)NCc3ccco3)N(c3ccccc3)C2=O)cc1 (stereo not drawn)	4.5%	15%	2%	5%	0.4%	2%	1.2%	12%	3%
O=C(/C=C/c1ccco1)N1CCN(S(=O)(=O)c2cccs2)CC1	1.5%	27%	14%	-9%	/	4%	3.0%	39%	-5%
CCn1nc(C)c(NC(=O)CCCSc2nc(-c3ccco3)cc(C(F)(F)F)n2)c1C	0.4%	-1%	3%	-3%	-0.7%	3%	-2.0%	1%	-7%

Next part.
SMILES	RSV antiviral HEp-2	SV40 large T antigen	Rac1 GTP hydrolysis	LYP phosphatase	XIAP displacement	SIAH1 antagonists	HIV fusion peptide	AID2073	Dengue-2 NS5 capping	others
COC(=O)c1ccc(NC(=S)N2CCN(Cc3cccc(C)c3)CC2)cc1	0.9%	-9%	5%	-9%	-0.3%	-6%	-2.6%	-48%	-2%	Dengue-2 NS5 capping pilot replicate=-2.3
O=C(O)CCc1ccc(-c2ccc(Br)cc2)n1-c1cccc(O)c1	3.3%	18%	/	0%	/	4%	14%	27%	18%
Cc1nc2ccc(NC(=O)CS(=O)(=O)c3ccc(F)cc3)cc2s1	0.7%	7%	4%	/	/	/	/	/	-1%
O=C(CSC(=S)N1CCOCC1)N1N=CCC1c1ccccc1 (stereo not drawn)	1.0%	16%	6%	-3%	-5.8%	2%	0.6%	3%	-6%
CCOP(=O)(OCC)C(NC(=O)c1cccs1)C(F)(F)F (stereo not drawn)	-0.5%	8%	6%	-10%	-14%	3%	-1.3%	-4%	3%
CCn1c(SC(C)C(=O)Nc2nccs2)nnc1-c1ccncc1 (stereo not drawn)	1.4%	29%	7%	-8%	/	-3%	-1.1%	-4%	1%
CC(C)CCOc1ccc(C(CC(N)=O)C(=O)O)cc1 (stereo not drawn)	4.8%	24%	7%	-6%	1.4%	-5%	2.4%	0%	-1%
Cc1cc(C)c2c(c1)OC(O)(C(F)F)CC2=O (stereo not drawn)	-0.6%	6%	4%	-3%	-3.1%	7%	-0.1%	-7%	-4%
